Screens from PubChem.
RGS4 inh – human RGS4 inhibition. Transcreener GDP fluorescence polarization, RGS4-accelerated GTP hydrolysis. Potency, µM (titrated, usually from 114 µM), inactives show at the highest dose activity change, negative = inhibition, usual class: inhibitors. 390,000 tested, 0.039% active. AID 504845; further: potency means the concentration at half of the fitted maximal effect; on the % scale 0 is the no-effect control and ±100 the full control effect; nearly all actives have a fitted effect of over 75% in size; some results filed as inactive show a strong effect at the top dose
Target sequence (P49798 whole entry, looked up): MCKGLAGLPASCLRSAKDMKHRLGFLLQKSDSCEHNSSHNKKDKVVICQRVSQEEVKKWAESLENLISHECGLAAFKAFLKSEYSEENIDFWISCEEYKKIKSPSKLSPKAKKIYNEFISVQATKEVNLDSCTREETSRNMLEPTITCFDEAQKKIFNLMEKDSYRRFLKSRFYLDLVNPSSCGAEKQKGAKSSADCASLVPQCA
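MLSMR compounds (23 nl, pin-transferred) preincubated 10 min at room temperature with a 500nM (2x) first reagent, then RGS4 at 900nM (2x) plus Transcreener GDP mix added; fluorescence polarization (620/688 nm) read before and after 90 min at 30 °C.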
Vif-A3F inh – blocks the Vif interaction with APOBEC3F | HeLa A3F-eYFP + Vif (tagged APOBEC3F with the HIV-1 protein that degrades it), YFP fluorescence increase | Potency, µM (highest dose often 46.1 µM), without a hit: at the highest dose activity, negative = active | 390,000 tested, 0.2% active | AID 602313; further: potency means the concentration at half of the fitted maximal effect; % of control where 0% means no effect; nearly all actives have a fitted effect of over 65% in size
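HeLa cells stably expressing A3F-eYFP plus Vif, plated and incubated overnight at 37 deg C, then exposed to compounds overnight at 37 deg C. Blocked degradation read as raised yellow fluorescence (Ex 488/Em 500-530).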
rTrxR1 inhibitor – rat TrxR1 inhibition. Potency, µM (series often up to 114 µM), inactives show at the highest dose activity change, negative = inhibition, hits mostly inhibitors. 390,000 tested, 1% active. recombinant rTrxR1, NADPH fluorescence consumption, selenite substrate; further: potency means the concentration at half of the fitted maximal effect; on the % scale 0 is the no-effect control and ±100 the full control effect; nearly all actives have a fitted effect of over 65% in size
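Rat TrxR1 (90 nM in the dispensed reagent) was pre-reduced with 400 uM NADPH for 5 min at room temperature, then incubated with compound for 15 min. After 400 uM selenite was added, NADPH fluorescence (Ex 340/Em 450 nm) was followed for 8 min.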
USP1-UAF1 inh – inhibitors of human USP1/UAF1 deubiquitinase; 390,000 tested, 0.23% active; AID 743255; Potency, µM (top dose mostly 57.1 µM), for the others: at the top dose activity change, negative = inhibition, usual class: inhibitors; O94782; recombinant USP1/UAF1, Ub-Rhodamine cleavage fluorescence; further: potency means the concentration at half of the fitted maximal effect; on the % scale 0 is the no-effect control and ±100 the full control effect; nearly all actives have a fitted effect of over 60% in size; inactives centre near -12
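High-throughput fluorogenic screen: 1nM USP1/UAF1 complex, Ub-Rho substrate 150nM final, 50mM HEPES pH 7.8 with 0.5mM EDTA, 0.1 mg/ml BSA, 1mM TCEP and 0.01% Tween-20.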
TrxR1 substrate – substrates of rat thioredoxin reductase 1; AID 588456; Potency, µM (titrated, usually from 114 µM), inactives show at the highest dose activity change, negative = substrate turnover; 390,000 tested, 0.01% active; purified TrxR1 substrate turnover, NADPH consumption readout; further: potency means the concentration at half of the fitted maximal effect; on the % scale 0 is the no-effect control and ±100 the full control effect; nearly all actives have a fitted effect of over 50% in size
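Rat TrxR1, dispensed at 90 nM, was prereduced with 400 uM NADPH (final) for 5 min at ~22 deg C, then incubated with compound 15 min before 400 uM selenite. A first-read NADPH fluorescence drop versus no-compound background flagged substrates.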
Glioma ERSR ind – induces the endoplasmic reticulum stress response in human glioma cells. U87-MG GRP78 promoter luciferase reporter, 16 h. Potency, µM, without a hit: at the highest dose activation, actives largely listed as activators. 420,000 tested, 0.02% active; further: potency means the concentration at half of the fitted maximal effect; series mostly up to about 76 µM; % of control where 0% means no effect; nearly all actives have a fitted effect of over 35% in size
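ERSR induction read as luciferase luminescence (Bright-Glo, 10 min at room temperature) in stably transfected human U87-MG glioma cells exposed to compounds for 16 h, using GRP78 as sensor.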
Vif-APOBEC3G blk – inhibitors of Vif-APOBEC3G interaction; HeLa A3G-eYFP + Vif (tagged APOBEC3G with the HIV-1 protein that degrades it), YFP fluorescence, overnight; Potency, µM (series often up to 46.1 µM), inactives show at the top dose activity, negative = active, most hits filed as inhibitors; 410,000 tested, 0.076% active; AID 602310;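 further: potency means the concentration at half of the fitted maximal effect; on the % scale 0 is the no-effect control and ±100 the full control effect; nearly all actives have a fitted effect of over 60% in size; hits raise eYFP signal because A3G escapes Vif-driven loss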
Target sequence (Q9HC16 whole entry, looked up): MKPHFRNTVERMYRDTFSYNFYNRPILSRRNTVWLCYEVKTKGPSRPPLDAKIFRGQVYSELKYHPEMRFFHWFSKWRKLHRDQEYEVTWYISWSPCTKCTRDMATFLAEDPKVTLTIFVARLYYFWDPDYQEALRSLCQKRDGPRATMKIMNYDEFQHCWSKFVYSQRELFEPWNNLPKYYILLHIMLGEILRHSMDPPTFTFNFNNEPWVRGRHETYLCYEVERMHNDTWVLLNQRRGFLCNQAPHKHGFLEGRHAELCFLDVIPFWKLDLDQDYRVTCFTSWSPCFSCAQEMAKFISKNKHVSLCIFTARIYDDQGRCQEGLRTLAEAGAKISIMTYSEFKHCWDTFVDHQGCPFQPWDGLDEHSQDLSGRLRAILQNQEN
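HeLa cells stably expressing Vif and C-terminally eYFP-tagged A3G, seeded overnight at 37 deg C, then exposed to compound by pintool overnight at 37 deg C. Rise in yellow fluorescence (Ex 488/Em 500-530, Acumen) marks blocked Vif-driven A3G degradation.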
IDH1 R132H inh – human IDH1 R132H inhibition. O75874. IDH1-R132H enzyme, NADPH consumption, diaphorase/resazurin fluorescence. Potency, µM (highest dose often 76.6 µM), for inactives: at the highest dose activity change, negative = inhibition, most hits filed as inhibitors. 390,000 tested, 0.093% active. AID 602179; further: potency means the concentration at half of the fitted maximal effect; on the % scale 0 is the no-effect control and ±100 the full control effect; nearly all actives have a fitted effect of over 65% in size
Target sequence (O75874 whole entry R132H, stated change not applied): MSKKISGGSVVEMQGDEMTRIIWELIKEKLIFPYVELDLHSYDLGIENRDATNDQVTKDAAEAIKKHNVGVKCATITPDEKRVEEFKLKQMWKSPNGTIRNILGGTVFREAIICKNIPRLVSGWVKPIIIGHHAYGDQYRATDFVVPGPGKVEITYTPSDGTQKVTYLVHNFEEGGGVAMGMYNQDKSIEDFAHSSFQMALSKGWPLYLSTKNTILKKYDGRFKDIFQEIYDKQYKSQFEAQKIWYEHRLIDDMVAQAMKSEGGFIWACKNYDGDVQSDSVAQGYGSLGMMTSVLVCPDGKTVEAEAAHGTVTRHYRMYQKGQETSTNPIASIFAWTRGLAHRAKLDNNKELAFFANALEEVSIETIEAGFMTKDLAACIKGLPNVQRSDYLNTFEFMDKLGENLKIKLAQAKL
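IDH1-R132H (0.5 ug/mL) preincubated 30 min with compound, then NADPH (0.016 mM) and alpha-KG (2 mM) added; 80 min at RT, pH 7.5. Remaining NADPH coupled via diaphorase/resazurin to fluorescence (540/590 nm); concentration-response curves normalized to no-enzyme control.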
LDHA inh – inhibitors of human lactate dehydrogenase A. purified LDHA, NADH/diaphorase-resazurin fluorescence; stronger effect = lower value. activity change, % (values are at about 110 or 230 µM). 480,000 tested, 0.15% active. AID 1347041; in the data active means activity change below about -30%; inconclusive means mostly about -25% to -30%;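 further: plate controls were DMSO wells for no effect and wells without enzyme for full effect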
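Resorufin fluorescence (ex540/em590), read at 0 and 20 min after diaphorase/resazurin addition, reports the NADH left after a 5 min room-temperature reaction of 2 nM human LDH5 with 0.06 mM NADH and 0.2 mM pyruvate.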
Numbers without * were called inactive; ? = inconclusive; nt = no result given; [ ] = another dose, or the depositor's remark. Unless noted, the call rests on the fitted dose curve; in most records, active means well fitted curve in the direction sought with a large enough effect; inconclusive means small, poorly fitted or top-dose-only effect, or another doubt; inactive means no such curve, though single readings can be large; an effect the other way counts as inactive or inconclusive.

SMILES	RGS4 inh	Vif-A3F inh	rTrxR1 inhibitor	USP1-UAF1 inh	TrxR1 substrate	Glioma ERSR ind	Vif-APOBEC3G blk	IDH1 R132H inh	LDHA inh
CC1CCCCC1NC(=O)CSc1nnc(-c2ccco2)n1C (stereo not given)	3%	1%	-10%	-3%	-4%	1%	-1%	-1%	-18
CCOc1cccc2sc(NC(=O)CCS(=O)(=O)c3ccccc3)nc12	14%	-8%	4%	-3%	-1%	-10%	?	3%	-3
CC(NC(=O)c1ccnc(C(C)(C)C)c1)c1ccccc1 (stereo not given)	23%	-9%	-5%[57.1 µM]	-10%	3%[57.1 µM]	-1%	-1%	7%	-6
O=[N+]([O-])c1ccc(-c2cn(-c3ccccc3)c(=S)[nH]2)cc1	-19%	-12%	-6%	-6%	-10%	-1%	4%	1%	-2
CCN(CC)S(=O)(=O)c1cccc(C(=O)Nc2cc(C)on2)c1	9%	-1%	12%	-17%	7%	2%	1%	5%	-2
COc1cc2c(cc1OC)CN(C(=O)c1oc3ccccc3c1C)CC2	20%	0%	-7%[57.1 µM]	-18%	0%[57.1 µM]	-3%	-30%	10%	5
CC(NCCOCCOc1ccccc1)c1ccccc1 (stereo not given)	-36%	2%	6%	-8%	6%	-4%	0%	3%	-1
COc1ccc(OC)c(/C=N\NC(=O)c2ccc(-c3ccccc3)cc2)c1	7%	-8%	141%[activator]	-9%	183%[activator]	1%	-3%	3%	-10
CCOC(=O)Cc1ccc(NC(=O)NCc2cccn2Cc2ccccc2)cc1	1%	-2%	26%[57.1 µM]	2%	4%[57.1 µM]	-2%	1%	14%	-1
COC(=O)c1sc(N)c(C(=O)OC)c1CSc1nnc(-c2ccccc2Cl)n1C	-41%	1%	1%	-1%	-3%	-2%	-2%	2%	-5
NC(=O)c1ccccc1NC(=O)Nc1cccc2ccccc12	-15%	5%	19%	-10%	12%	1%	-5%	8%	-5
O=C(CCCl)N1CCN(c2nc(-c3ccccc3)cs2)CC1	-8%	0%	-11%	-5%	-7%	-1%	1%	1%	-4
CCOC(=O)/C(C(=O)Nc1ccc(Br)cc1)=C1/NC(C)(C)Cc2ccccc21	24%	-1%	-10%	-10%	-7%	4%	3%	0%	0
CCOC(=O)c1c(-c2ccccc2)csc1NC(=O)CSc1nc(N)cc(N)n1	1%	1%	12%	-10%	4%	-3%	0%	?	-4
COc1ccc(C(=O)NC(=S)Nc2ccc(N3CCCC3)cc2)cc1OC	?	3%	?	-19%	-2%	3%	-5%	1%	3
COCCn1cnnc1SCC(=O)Nc1cccc(S(=O)(=O)N(C)c2ccccc2)c1	9%	-14%	7%[57.1 µM]	-25%	2%[57.1 µM]	-3%	1%	-1%	-18
Cc1cc2oc(C(=O)N3CCN(Cc4ccccc4)CC3)c(C)c2cc1C	19%	4%	45%[activator]	-22%	13%	3%	-4%	2%	3
COc1ccc(CC(=O)NCc2ccc3c(c2)CCN3C(C)=O)cc1OC	1%	7%	8%[57.1 µM]	-58%	-4%[57.1 µM]	-1%	9%	26%	-6
COc1ccc(CCNC(=O)c2ccc(CNS(=O)(=O)c3ccc(C(C)(C)C)cc3)cc2)cc1OC	26%	0%	0%	-2%	-5%	-3%	0%	-6%	-6
CCCc1nc(SCC(=O)Nc2nccs2)c2ccccc2n1	-12%	?	22%	-22%	2%	-2%	-3%	6%	-9
COc1ccccc1CCNC(=O)Cn1ccc2cc(S(=O)(=O)N3CCCC3)ccc21	-35%[56.9 µM]	4%	4%[57.1 µM]	-5%	2%[57.1 µM]	-9%	0%	-8%	0
Cn1c(CN2CCOCC2)nc2cc(NC(=O)c3ccccc3Cl)ccc21	-15%	5%	28%	-6%	0%	0%	1%	1%	3
N#Cc1c(-c2ccccc2)ccn(Cc2cccc(Cl)c2)c1=O	-25%	6%	16%[57.1 µM]	-8%	4%[57.1 µM]	-3%	3%	7%	-4
Cc1ccc(NC(=O)CCC(=O)NNC(=O)c2cccs2)c(C)c1	6%	-1%	13%	8%	-6%	-2%	0%	3%	-14
CCc1ccc2nc(N)sc2c1	12%	5%	26%	1%	-1%	2%	1%	1%	-7
O=C(c1cc2ccccc2[nH]1)c1cc2cc(O)ccc2[nH]1	nt	nt	-10%	nt	-3%	-3%	-1%	nt	2
CCOC(=O)N1CCC(N(CCOC)C(=O)Nc2ccc(C)c(C)c2)CC1	20%	-7%	17%	-8%	0%	2%	-1%	-2%	1
C=CCOc1cccc(CNn2nnnc2N)c1	-5%	-10%	14%	-9%	0%	-2%	-1%	3%	-4
CCOC(=O)c1c(-c2cccc([N+](=O)[O-])c2)cn2ccccc12	-13%	-21%	13%	-26%	5%	-1%	-1%	0%	-4
Cn1c(C(F)(F)F)nc2c(=O)oc3ccccc3c21	7%	4%	-5%[57.1 µM]	6%	9%[57.1 µM]	-5%	0%	9%	-3
COc1ccc(-c2cc(=NC(CC(C)C)C(=O)O)c3cc(C)ccc3o2)cc1 (stereo not given)	8%	-6%	?	-1%	230%[activator]	-3%	1%	6%	-2
CC1=C(C(=O)Nc2ccc(C)cc2Cl)C2(CCCCCC2)OC1=O	-19%	-3%	1%	0%	0%	-3%	-3%	12%	1
Cc1nc(CCNC(=O)CC2C(=O)NCCN2Cc2ccoc2)nc2c1CCCC2 (stereo not given)	-15%	-1%	?	-7%	8%	-4%	-10%	-13%	-4
COc1ccc(-c2nn(-c3ccccc3)cc2C(=O)O)cc1N	23%	6%	2%	2%	-5%	-1%	5%	8%	2
COc1ccc(S(=O)(=O)N2CCOCC2)cc1NC(=O)CN1C(=O)NC2(CCC(C)CC2)C1=O (stereo not given)	nt	-1%	nt	10%	nt	-3%	-7%	-6%	-12
CN(C)/C=C(\C(=O)c1ccccc1)c1nnnn1-c1ccccc1	0%	-33%	7%[57.1 µM]	-12%	9%[57.1 µM]	-5%	1%	-3%	-6
COc1cccc(NC(=O)N(C)C[C@@H]2Oc3ncc(Br)cc3C(=O)N([C@@H](C)CO)C[C@H]2C)c1	nt	-3%	nt	-8%	nt	-2%	0%	3%	0
CCC(C)NCCOc1ccc(C(C)(C)c2ccccc2)cc1 (stereo not given)	12%	-5%	17%[57.1 µM]	-6%	-13%[57.1 µM]	-2%	0%	13%	-12
Cc1cccc(C(C)C)c1NC(=O)c1ccc(COc2ccc3c(C)cc(=O)oc3c2)cc1	-1%	-3%	22%[57.1 µM]	-2%	8%[57.1 µM]	-6%	0%	0%	-7
O=C1NC2NC(=O)N(C(Cc3ccccc3)C(=O)O)C2N1 (stereo not given)	19%	2%	-12%	-10%	-8%	-4%	2%	6%	-5
CC(NC(=O)c1cc2c(=O)n(C)c3ccccc3c2n1C)c1ccc2c(c1)OCCO2 (stereo not given)	-7%	-15%	10%[57.1 µM]	-14%	5%[57.1 µM]	1%	1%	-1%	0
COc1ccc(NC2CCCN(C(=O)CSc3ccccc3)C2)cc1 (stereo not given)	9%	-1%	33%	-20%	6%	-2%	-1%	0%	10
CC(C(=O)N1CCc2ccccc21)N1CCN(Cc2ccc(Cl)cc2)CC1 (stereo not given)	10%	2%	7%	-26%	-6%	-4%	0%	0%	-4
Cc1c(Cl)cccc1NC(=S)N(C)CCC#N	-4%	5%	-5%	-24%	12%[57.1 µM]	-3%	-6%	0%	-6
Cc1ccc(S(=O)(=O)C2(C(=O)Nc3cccnc3)CC2)cc1	-16%	-6%	6%	2%	1%	-2%	-3%	4%	0
COc1ccc(Cl)cc1S(=O)(=O)N1CCN(C(=O)COc2ccccc2)CC1	13%	-8%	-1%[57.1 µM]	-19%	4%[57.1 µM]	-6%	-9%	1%	-3
O=C(Nc1ccccc1Cl)c1ccc(-c2ccccn2)s1	11%	2%	5%[57.1 µM]	4%	15%[57.1 µM]	0%	0%	1%	-4
O=C1c2[nH]nc(-c3ccc(Br)cc3)c2C(c2cccc(O)c2)N1c1ccc(Cl)cc1 (stereo not given)	-4%	1%	2%	-31%	6%	-10%	-15%	40µM*	-12
O=C(CSc1nc2ncc(Cl)cc2[nH]1)c1c[nH]c2ccccc12	1%	?	22%	-6%	1%	-2%	-25%	7%	-7
COC(=O)C1=C(C)N(Cc2ccccc2)C(=NCCc2c[nH]c3ccccc23)N[C@H]1c1cccc(C(F)(F)F)c1	-10%	0%	0%	?	0%	-11%	-9%	?	0
COc1ccc(NC(=O)c2cc(-c3cccs3)on2)cc1	-4%	0%	34%	-2%	26%	0%	-1%	12%	-19
COc1ccc(C2=NN(CCC(=O)NCc3ccc4c(c3)OCO4)C(=O)CC2)cc1	13%	-14%	-13%	2%	-11%	-3%	1%	4%	-3

Some of the compounds tested. The share of hits here may be higher or lower than overall.
